GSK3A inh – human GSK-3 alpha kinase inhibition; P49840; ADP-Glo luminescence, 60 min; inhibition, % at 10 µM; 320,000 compounds, 0.1% hits;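 in the data active = inhibition above about 50%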;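 note: GST-tagged GSK-3 alpha with peptide substrate and 25 µM ATP; 0% = DMSO neutral wells and 100% = GW8510 positive control wells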
Target sequence (P49840 whole entry, looked up): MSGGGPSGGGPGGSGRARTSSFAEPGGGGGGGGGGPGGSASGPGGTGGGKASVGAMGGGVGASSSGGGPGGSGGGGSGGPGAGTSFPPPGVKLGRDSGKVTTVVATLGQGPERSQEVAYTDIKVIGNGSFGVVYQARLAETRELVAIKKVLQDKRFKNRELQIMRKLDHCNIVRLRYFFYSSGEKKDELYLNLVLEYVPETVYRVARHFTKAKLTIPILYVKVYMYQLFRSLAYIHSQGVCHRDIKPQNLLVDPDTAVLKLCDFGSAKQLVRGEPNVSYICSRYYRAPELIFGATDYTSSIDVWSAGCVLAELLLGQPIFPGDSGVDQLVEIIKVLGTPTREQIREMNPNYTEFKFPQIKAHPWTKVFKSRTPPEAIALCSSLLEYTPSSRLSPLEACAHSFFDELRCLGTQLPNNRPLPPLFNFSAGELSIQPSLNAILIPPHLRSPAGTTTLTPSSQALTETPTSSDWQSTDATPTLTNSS
HSF1 inh – HSF1 inhibition | 300,000 compounds, 0.77% hits | NIH3T3-HGL HSE-luciferase, MG132-induced, luminescence 8 h; active compounds read low | activity change, negative = inhibition, % at 7.5 µM (by protocol);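 active = more than half of replicate wells show activity change below -50%, luminescence cut by over half; inconclusive = some wells, but at most half, below -50%; inactive = no replicate well below -50%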;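 note: luciferase reports HSF-1 transcriptional activity via heat shock element; 0% = median of DMSO wells and -100% = zero luminescence signal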
Platelet DG rel – modulates dense granule release in human platelets | human platelet-rich plasma, SFLLRN dense granule ATP release, luminescence | inhibition, %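 (compounds screened at 7.5 µM in platelet-rich plasma)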 | 300,000 compounds, 0.22% hits;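 active = mean replicate score, as percent of positive control, at or above 50; inconclusive = mean below 50 but at least one replicate at or above 50; inactive = mean and every replicate below 50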
HSP90 refold inh – blocks HSP90-mediated luciferase refolding in reticulocyte lysate; inhibition, % at 5.6 µM; Rabbit reticulocyte lysate, luciferase refolding luminescence, 3 h; 290,000 compounds, 0.91% hits;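 active = inhibition above the screen-wide mean plus 3 SD, computed separately per campaign, cut at about 16% in these data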;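 note: 0% = DMSO wells and 100% = 60 µM geldanamycin wells; inhibitors lower the luminescence because luciferase stays unfolded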
HSF1 activator – increases HSF-1 driven luciferase reporter signal. NIH3T3-HGL HSF-1 luciferase reporter, MG132, 8 h; 100% = twice DMSO control signal. activation, % at 9 µM. 300,000 compounds, 1.7% hits;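 active = mean replicate activation of at least 50% with a set share of replicates each reaching 50%; inconclusive = only one of those two conditions met; inactive = mean below 50% and too few replicates reaching it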;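 note: 0% = median of the neutral control wells and 100% = twice that signal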
AI-2 QS mod – Vibrio harveyi AI-2 quorum sensing modulation. Vibrio harveyi JMH597 AI-2 luminescence/OD600 ratio, 9 h; active compounds read low; strain lacks LuxN and CqsS sensors; 0 = neutral-control median. activity change, % at 7.5 µM. AID 2094. 300,000 compounds, 0.4% hits; in the data active = activity change below about -75%, passing the limit was not always enough; inconclusive = no clear call, values can overlap the other calls;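 note: luminescence divided by OD600 gain over 9 h not by final OD600 alone; inactives centre near 13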
Dyrk1A ADPGlo – inhibitors of rat Dyrk1A kinase | Q63470 | ADP-Glo luminescence, NFATc1 peptide | inhibition, % at 12.5 µM | 310,000 compounds, 0.43% hits | AID 504441; in the data active = inhibition above about 50%;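 note: plate controls were vehicle with enzyme for no effect and no enzyme for full effect; many of its hits are not listed in these tables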
HDAC3 inhib – human HDAC3 inhibition | recombinant HDAC3, fluorogenic peptide/trypsin coupled, fluorescence | inhibition, % at 8.3 µM | 320,000 compounds, 0.15% hits; in the data active = inhibition above about 26%, passing the limit was not always enough; inconclusive = no clear call, values can overlap the other calls
Target sequence (O15379 whole entry, looked up): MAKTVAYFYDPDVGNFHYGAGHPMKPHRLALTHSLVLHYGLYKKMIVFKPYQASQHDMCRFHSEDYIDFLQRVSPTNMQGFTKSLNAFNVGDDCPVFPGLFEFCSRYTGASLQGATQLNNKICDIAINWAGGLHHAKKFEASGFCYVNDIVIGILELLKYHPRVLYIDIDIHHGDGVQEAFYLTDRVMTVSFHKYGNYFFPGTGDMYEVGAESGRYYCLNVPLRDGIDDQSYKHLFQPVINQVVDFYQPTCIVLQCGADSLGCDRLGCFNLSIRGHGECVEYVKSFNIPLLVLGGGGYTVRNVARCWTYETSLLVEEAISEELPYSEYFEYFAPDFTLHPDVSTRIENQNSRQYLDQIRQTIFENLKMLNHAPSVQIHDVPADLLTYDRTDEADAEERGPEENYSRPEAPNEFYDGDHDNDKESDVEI
PolyA inhibitor – inhibitors of polyadenylation in S. cerevisiae; S. cerevisiae SKY197-pL101 polyadenylation reporter, beta-gal luminescence; efflux-impaired pdr1/pdr3 knockout yeast; score 100 = 6 SD above DMSO; calls only at 12 µM; 300,000 compounds, 0.02% hits; AID 1875;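 active = lowest replicate activity score at least 50, where 100 means six control SD above control mean; inconclusive = lowest score under 50 but half or more replicates reach 50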;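 note: yeast exposed to compound for 9 h at 30 °C; higher score means more reporter readthrough which indicates perturbed polyadenylation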
GSK3B inh – inhibitors of human GSK3beta kinase | P49841 | GST-GSK3beta kinase, ADP-Glo luminescence, 60 min; active compounds read low | 300,000 compounds, 0.038% hits | activity score (negative = inhibition), % at 10 µM;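 active = more than half of replicate wells score below -50%, meaning over 50% inhibition versus plate controls; inconclusive = some replicates but at most half score below -50%; inactive = no replicate scores below -50%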;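 note: 0% = median DMSO wells and -100% = median GW8510 positive control wells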
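Test system: GST-tagged human GSK3beta kinase, cell-free; evaluation: activity score scaled between in-plate DMSO and GW8510 controls; measured by: ADP-Glo luminescence; incubation: 60 min reaction, RT; benchmarks: DMSO and 20 µM GW8510; reagent: peptide substrate plus 25 µM ATP (final); medium: Tris/MgCl2 kinase buffer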
* marks the source's active call; other numbers are inactive results; i = inactive; ? = inconclusive; . = not tested or not shown; & = joins results of further samples. An excerpt; rates above refer to the full screens.

GSK3A inh	HSF1 inh	Platelet DG rel	mol	HSP90 refold inh	HSF1 activator	AI-2 QS mod	Dyrk1A ADPGlo	HDAC3 inhib	PolyA inhibitor	GSK3B inh
-1	0	0	CCOC(=O)c1cc2c(=O)n3ccccc3nc2n(CC2CCCO2)c1=NC(C)=O (stereo not drawn)	-1	0	-4	-2	-29	i	3
-4	10	8	O=C(NCC1CC1)Nc1ccc(Cl)cc1	0	15	-4	-5	3	i	1
-3	-4	4	C=CCN(c1ccccc1)S(=O)(=O)c1ccc(Cl)c(C(=O)OCC(=O)c2[nH]c(C)c(C(C)=O)c2C)c1	4	-4	18	12	-1	.	1
1	1	-1	C=CCn1c(SCCN2CCOCC2)nc2c1c(=O)[nH]c(=O)n2C	-2	4	12	19	-2	i	0
1	26	6	Cc1nc2c(-c3ccc(F)cc3)cnn2c2c1CCC2	-2	52*	-2	6	-7	i	-3
-2	-6	-6	COc1ccc(-c2cn3cccnc3n2)cc1NC(=O)C1CC1	0	-7	26	1	0	i	0
-1	-6	-1	CSc1ccccc1C(=O)NCCSC(C)(C)C	0	-22	12	-6	-2	i	-1
-2	20	2	O=S(=O)(Nc1ncccn1)c1ccc(NC(=S)NCCc2ccc(Cl)cc2)cc1	-3	22	31	-3	?	i	1
-1	-3	-6	CCOc1ccc(S(=O)(=O)n2nc(C)cc2C)cc1	-1	12	12	16	-11	i	-8
-3	-3	-1	COc1ccc(C(C(=O)NCC2CCCO2)N(C(=O)CNC(=O)c2ccco2)c2cc(C)ccc2C)cc1OC (stereo not drawn)	0	12	-9	-5	4	i	-1
1	6	3	O=C(c1cc2cc(Br)ccc2o1)N1CCCC1	0	24	8	7	2	i	-6
-1	3	1	Cn1c(=O)n(Cc2ccccc2)c(=O)c2c1nc1n2CCN1Cc1ccco1	0	25	-1	10	5	i	0
5	-6	0	Cc1ccc2cc(CN(C(=O)c3cccnc3)C(C)C)c(=O)[nH]c2c1	-4	-4	7	-1	10	i	0
-1	-4	3	CC(C)c1ccccc1OCC(=O)N1CCCCCCC1	5	-10	6	.	6	i	3
.	-2	-9	O=C(Cn1cccc1C(=O)c1ccccc1)NCCN1CCCCCC1	-1	14	10	-1	-2	i	2
3	2	-2	C/C=C(\C)C(=O)NCCN1C2=NC[C@H](Cc3ccccc3)N2C[C@@H]1Cc1ccc(OC)cc1	.	-16	2	8	1	i	-5
-2	-1	0	Cc1ccc(-n2c(C)cc(C(=S)N3CCOCC3)c2C)cc1C	4	9	10	-3	?	i	2
-2	3	8	Cc1ccc(NC(=O)C2CCCN2S(=O)(=O)c2ccc3c(c2)n(C)c(=O)c(=O)n3C)cc1 (stereo not drawn)	-4	-20	25	1	5	i	2
0	1	3	Cc1ccc2[nH]c(CCN(C)C)c(CC#N)c2c1	4	0	20	6	-3	i	-4
-1	20	12	Cc1cccc(N2C(=O)SC(N(CC(=O)O)c3cccc(C)c3)C2=O)c1 (stereo not drawn)	-2	17	20	-6	-9	i	1
0	30	-6	CCc1nc2c(sc3nc4c(cc32)COC(C)(C)C4)c(=O)n1Cc1ccco1	6	?	27	-7	6	i	-2
-3	17	4	COc1cc(NC(=O)C2=C(N3CCOCC3)/C(=C\c3ccc(N(C)C)cc3)CCC2)cc(OC)c1OC	-1	23	7	0	8	i	-1
-2	32	15	Cc1cccc2c1-c1sc(C(=O)N3CCCCC3)cc1CO2	-4	42	-38	10	-11	i	-2
-1	2	-1	CCCc1nc(NCCCOCC)c2nnn(Cc3ccccc3)c2n1	0	10	22	-2	-3	i	1
0	-1	0	CCCc1nc2nc(C)c(NS(=O)(=O)c3ccc(F)cc3)c(=O)n2[nH]1	0	7	14	0	2	i	4
-3	-2	-12	Cc1cc(C2(c3ccc(O)c(C)c3)OC(=O)c3ccccc32)ccc1O	0	8	12	6	7	i	2
-1	-4	1	Cc1cccn2c(=O)c3cc(C(=O)N4COCC4(C)C)n(Cc4ccccc4)c3nc12	.	10	15	-7	-16	i	1
-1	-4	14	COc1ccc(-c2c(C)oc3c(CN4CCCCC4C)c(O)ccc3c2=O)cc1 (stereo not drawn)	5	-21	9	4	-70	i	1
-9	5	8	Cc1cc(NC(=O)c2ccc(NC(=O)C3CC3)cc2)no1	-1	3	3	-8	2	i	-4
-5	-2	0	CCCN(CCC)CCCOC(=O)c1ccc(Cl)cc1Cl	0	-7	14	0	-3	i	-3
2	7	5	NC(=O)c1c(NC(=O)Cn2nc(C(=O)O)c3ccccc3c2=O)sc2c1CCCC2	10	5	11	-9	0	i	3
2	2	-1	CCN(CC)c1ccc(/C=N/NC(=O)c2nnn(-c3nonc3N)c2-c2ccc(C)cc2)cc1	-1	-2	10	.	-3	i	3
-1	-5	3	Cc1ccnc(NS(=O)(=O)c2ccc(NC(=O)c3cc(=O)c4ccccc4o3)cc2)n1	3	-23	5	-2	0	i	-2
6	12	-2	Cc1occc1-c1nnc(SCC(=O)Nc2nc(C(C)(C)C)cs2)o1	0	18	14	-7	-1	i	-4
1	3	-28	C=CCN(C(=O)c1cccc(S(=O)(=O)N2CCN(C)CC2)c1)c1nc(-c2ccccc2)cs1	-1	7	15	-4	-4	i	-3
-3	9	0	COC(=O)C1=CN(C(C)C)C=C(C(=O)OC)C1c1cc2c(cc1Br)OCO2	3	15	14	2	-1	i	-1
0	2	15	COc1cc(/C=N/N(CCO)C2=NS(=O)(=O)c3ccccc32)cc(OC)c1OC	2	14	12	2	-3	i	3
0	-14	-1	O=C(c1ccccc1F)N1CCN(c2cnn(-c3cccc(Cl)c3)c(=O)c2Cl)CC1	-3	-4	29	21	1	i	-2
-1	-4	-6	CN(C)CCOC(c1ccc(Cl)cc1)c1ccccn1 (stereo not drawn)	-6	4	4	-5&-2	-2	i	-5
0	-6	0	Nc1nonc1-c1nc2ccccc2n1CC(=O)Nc1ccccc1	4	-2	14	-8	-2	i	-1
3	14	2	OCCCn1c(C2CCCN2c2nc(-c3ccc(Cl)cc3)cs2)nc2cc(C(F)(F)F)ccc21 (stereo not drawn)	.	2	29	-10	-6	i	3
6	-1	2	O=C(O)c1ccc([N+](=O)[O-])c2c1C(=O)c1ccccc1C2=O	.	-1	52	.	-5	i	4
-2	4	-3	CC(=O)Nc1ccc(CN2CCCC(C(=O)c3ccc(C(F)(F)F)cc3)C2)cc1 (stereo not drawn)	0	-4	-2	-1	-1	i	-3
-4	0	-6	CN(C(=O)COC(=O)c1cccc(S(=O)(=O)N2CCCCC2)c1)C1CCS(=O)(=O)C1 (stereo not drawn)	.	-5	20	14	-2	i	-2
3	-5	0	O=C(OCC(=O)N1CCCC1=O)C1CCN(S(=O)(=O)c2c(Cl)cccc2Cl)CC1	2	7	37	1	6	i	-2
-3	-5	3	CNC(=S)NN(c1ccccc1)c1ccccc1	0	7	19	3	-2	i	2
2	-1	0	CCN1CCN(C(=O)c2ccc3c(=O)n(CCc4ccccc4)c(=O)[nH]c3c2)CC1	3	0	13	-7	-1	i	-1
5	8	6	CCCCCCOC(=O)C(C#N)c1nc2ccccc2nc1N1CCN(C)CC1 (stereo not drawn)	-1	19	-11	1	20	i	0
-4	-4	34	CC(NC(=O)CS(=O)(=O)c1ccccc1)c1ccccc1 (stereo not drawn)	-1	-7	20	0	7	i	-1
3	6	16	O=C(Nc1nc2c(Br)cccc2s1)C1CC1	3	4	9	19	46*	i	2
0	6	10	COc1ccccc1C(=O)Nc1ccc2c(c1)nc(CCNC(C)=O)n2C	-3	23	12	-15	-7	i	4
0	5	-21	CCOc1cccc2sc(N(CCN(C)C)C(=O)/C=C/c3cccs3)nc12	0	6	8	1	16	i	3
0	-3	23	CCc1cccc(C)c1NC(=O)CCCn1c(=O)c2cccn2c2cccnc21	-4	-6	2	3	3	i	-1
0	1	-3	N#CC1=C(N)OC2=C(C(=O)CCC2)C1c1ccccc1 (stereo not drawn)	6	4	28	4	12	i	2
0	-4	-3	O=C(CN1C2=NCCCN2c2ccccc21)c1ccc(Br)s1	5	9	23	-1	0	i	0
0	-9	-2	CC1=C(C(=O)Nc2cccc(C(=O)NCc3ccccc3C)c2)SCCO1	1	-19	9	1	3	i	-6
1	-3	7	CCC(C)(C#CCN1CCCCC1)OCCC#N (stereo not drawn)	1	-6	21	-6	2	i	-1
1	9	-5	O=C(CSCc1ccccc1)NC1CCSC1=O (stereo not drawn)	-3	1	23	5	-3	i	3
4	-2	-3	Nc1nc(SCc2nc3sc4c(c3c(=O)[nH]2)CCCC4)n[nH]1	2	5	30	-2	-3	i	-5
1	0	-1	COC(=O)[C@@]12CCCN1[C@H](c1ccc(-c3ccccc3)cc1)[C@H]1C(=O)N(C)C(=O)[C@H]12	.	-14	-6	7	4	i	2

Reprinted at random: 3 entries already listed
GSK3A inh	HSF1 inh	Platelet DG rel	mol	HSP90 refold inh	HSF1 activator	AI-2 QS mod	Dyrk1A ADPGlo	HDAC3 inhib	PolyA inhibitor	GSK3B inh
0	1	-3	N#CC1=C(N)OC2=C(C(=O)CCC2)C1c1ccccc1 (stereo not drawn)	6	4	28	4	12	i	2
1	-3	7	CCC(C)(C#CCN1CCCCC1)OCCC#N (stereo not drawn)	1	-6	21	-6	2	i	-1
0	5	-21	CCOc1cccc2sc(N(CCN(C)C)C(=O)/C=C/c3cccs3)nc12	0	6	8	1	16	i	3

Next records:
GSK3A inh	HSF1 inh	Platelet DG rel	mol	HSP90 refold inh	HSF1 activator	AI-2 QS mod	Dyrk1A ADPGlo	HDAC3 inhib	PolyA inhibitor	GSK3B inh
0	-1	0	COc1ccc(C(=O)NC2CCN(CC(=O)Nc3cccc(C)c3)CC2)cc1OC	2	11	3	-1	-7	i	5
1	-9	5	COCCCN(C(=S)Nc1cc(C)cc(C)c1)C(C)c1ccncc1 (stereo not drawn)	5	12	8	-1	0	i	2
2	1	2	COc1ccc(C)cc1S(=O)(=O)NC1CCCCC1C (stereo not drawn)	2	-3	12	11	5	i	-1
-3	28	-18	COc1ccc(NC2CC(=O)N(CCc3ccccc3)C2=O)cc1 (stereo not drawn)	-4	?	16	-8	-1	i	2
-1	-2	6	N#Cc1c(SCc2ccccc2)sc(C(=O)c2ccccc2)c1N	-2	22	22	4	6	i	0
1	1	-1	O=C(CSc1nc2c(cnn2-c2ccccc2)c(=O)[nH]1)NC1CCS(=O)(=O)C1 (stereo not drawn)	0	-2	44	-2	-2	i	9
-3	0	-7	COc1ccccc1OCCCC(=O)Nc1nnc(C2CCCO2)s1 (stereo not drawn)	-5	-2	14	1	0	i	1
-3	0	1	CCCCc1nc2cc(C(=O)N3CCCC(OCCC)C3)ccc2o1 (stereo not drawn)	-2	14	26	0	3	i	-1
-1	-6	5	CCOc1ccc(NC(=O)CCC(=O)N/N=C/c2ccc3c(c2)OCO3)cc1	0	2	17	5	-5	.	-3

From PubChem
